VEEV TC-83 Vero: inhibitors of VEEV TC-83 cytopathic effect, confirmation, Vero cells (AID 588727); 0.13% of 350,000 active; one-dose inhibition, % at 20 µM; IC50 in µM for titrated hits; Vero cells, VEEV TC-83 cytopathic effect inhibition; higher % means a stronger effect; in the data active means a potency from the dose series; inconclusive means inhibition mostly from about 14% at the one dose, without a potency; inactive means the rest, 99 in 100 with inhibition below about 12%; further: strong numbers were not always called active
tuberculosis growth: growth inhibition of non-replicating M. tuberculosis (AID 488890) | Mycobacterium tuberculosis non-replicating, growth inhibition; higher % means a stronger effect | inhibition, % at 25 µM, or IC50 in µM where a hit was titrated | 0.39% of 320,000 active; in the data active means a potency from the dose series; inconclusive means inhibition mostly from about 82% at the one dose, without a potency; inactive means the rest, 99 in 100 with inhibition below about 76%;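 further: plate controls were DMSO cells for no effect and high antibiotic wells for full effect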
PhoP GFP inhibition: PhoP regulon inhibitors, Salmonella typhi PhoP promoter GFP reporter, confirmatory (AID 1850); Salmonella Typhi PhoP-promoter GFP reporter, fluorescence, 4 h; higher % means a stronger effect; inhibition, % at 50 µM, or IC50 in µM where a hit was titrated; 0.33% of 310,000 active; in the data active means a potency from the dose series; inconclusive means inhibition mostly from about 25% at the one dose, without a potency; inactive means the rest, 99 in 100 with inhibition below about 19%;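 further: 0% = induced wells with vehicle and 100% = uninduced wells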
M. tuberculosis HTS: M. tuberculosis growth inhibition, HTS (AID 449762); M. tuberculosis H37Rv growth inhibition, 7H9 media; higher % means a stronger effect; one-dose inhibition, % at 25 µM; IC50 in µM for titrated hits; 0.59% of 330,000 active; in the data active means a potency from the dose series; inconclusive means inhibition above about 70% without an active follow-up result;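 further: bacterial growth assessed after seven days of incubation; strong numbers were not always called active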
H1N1 NS1A inhibition: H1N1 influenza NS1A inhibitors, functional cell based assay (AID 504329); inhibition, % at 12.5 µM, or IC50 in µM where a hit was titrated; 0.3% of 340,000 active; NS1A functional cell-based assay, percent inhibition; higher % means a stronger effect; in the data active means a potency from the dose series; inconclusive means inhibition above about 27% without an active follow-up result; further: strong numbers were not always called active
VEEV TC-83 Vero 10K pilot screen: further read-out of VEEV TC-83 Vero, marked with its call; inhibition, %; measured here: 10K pilot screen inhibition
* marks the source's active call; other numbers are inactive results; i = inactive; u = inconclusive; x = not tested or not shown.

SMILES | VEEV TC-83 Vero | tuberculosis growth | PhoP GFP inhibition | M. tuberculosis HTS | H1N1 NS1A inhibition | others
OCCCNc1c2ccccc2nc2ccccc12 | i | 70% | 105µM* | 10% | 7%
Cc1ccnc(NC(=O)c2ccc(Cl)c(NC(=O)c3ccccc3C)c2)c1 | 3.0% | 5% | -8% | -1% | -2%
CS(=O)(=O)C1=NSC2=NC(=O)/C(=C\c3ccc(OC(=O)c4ccco4)cc3)C(=N)N21 | x | u | -8% | u | x
CN1/C(=C\C(=O)CN2C(=O)NC3(CCCCCC3)C2=O)C(C)(C)c2ccccc21 | i | 62% | 1% | u | 8%
COc1ccc(N2CC(C(=O)N/N=C/c3ccccc3)CC2=O)cc1 (centres undefined) | 1.0% | 13% | -15% | -1% | -7%
CC(C)Oc1ccc(C(=O)Nc2ccc3c(c2)n(C)c(=O)n3C)cc1 | i | 28% | 2% | -1% | -6%
CCN(CC)S(=O)(=O)c1ccc2c(c1)nc(SCc1nc3ccsc3c(=O)[nH]1)n2CC | 12% | 14% | 4% | -3% | -2%
COC(=O)COc1ccc2occ(C(C)=O)c2c1 | 1.9% | 31% | 10% | -8% | 4%
CNCCC(Oc1ccccc1OC)c1ccccc1 (centres undefined) | 1.0% | 11% | 5% | 2% | 4%
O=S1(=O)CC(O)C(N2CCC(c3ccccc3)CC2)C1 (centres undefined) | 0.6% | 36% | -3% | u | 3%
CCOc1ccccc1N/C=C(\C#N)c1nc2ccccc2n1C | 1.4% | -8% | -3% | -4% | -4%
O=C(COc1nc2ccccc2nc1N1CCOCC1)NCC(F)(F)F | 0.6% | 1% | 11% | 10% | -11%
Cc1oc(-c2ccccc2F)nc1CN1CCC(C(=O)NCc2cccs2)CC1 | 3.3% | 8% | 14% | -11% | 3% | VEEV TC-83 Vero 10K pilot screen=0.7
CCOc1ccc2c(c1)nc(SCC(=O)c1cccs1)n2C | 0.7% | 5% | 9% | -1% | 2%
C=CCn1c(=O)c2ccccc2n2c(SCc3nnc(-c4ccccc4Br)o3)nnc12 | i | 5% | -16% | 1% | -10%
Cc1cccc(NC(=O)c2sc3nc(N4CCOCC4)c4c(c3c2N)CCCC4)c1 | 2.3% | 21% | -61% | 7% | -2%
CC1(C)C2CC[C@]3(C)C(CC=C4[C@@H]5C[C@@](C)(CO)[C@@H]6C[C@@]5(CC[C@]43C)C(=O)O6)[C@@]2(C)CC[C@@H]1O (some centres undefined) | x | 0% | 8% | -5% | x
CCc1cccc2c(-c3csc(=NC)n3C)c[nH]c12 | 0.8% | 42% | 7% | u | x
O=C(NCCN1CCOCC1)C1CCC(CNS(=O)(=O)c2ccc(Cl)cc2)CC1 (centres undefined) | 0.1% | 2% | -11% | -13% | -8%
COC(=O)CCC(=O)OC1(C)C(=O)C=C2C=C(C3CC3)N(C3CC3)C=C2C1=O (centres undefined) | i | 15% | 12% | 0% | -2% | VEEV TC-83 Vero 10K pilot screen=0.5
CSc1nsc(/C=C/Nc2ccc(Cl)cc2)c1C#N | 3.0% | 13% | -10% | 2% | -3%
COCC(=O)Nc1cc(C)cn(Cc2c(F)cccc2Cl)c1=O | 0.6% | -10% | -11% | 4% | -1%
CN(CC(=O)Nc1ccccc1Cl)C(=O)CCc1nc2ccccc2c(=O)[nH]1 | i | -14% | 0% | -3% | -2%
CN(C)/C=C(\C#N)C(=O)c1cccc(Oc2ccc(Br)cc2)c1 | 4.8% | 37% | 3% | 0% | 1%
COc1ccc([N+](=O)[O-])cc1NC(=O)C1C2C=CC(C2)C1C(=O)O (centres undefined) | i | 24% | 6% | 6% | 1%
COc1ccc2cc(C(=O)C3CCCN(Cc4cnc(C)s4)C3)ccc2c1 (centres undefined) | 5.7% | 27% | 14% | u | -9%
O=C1c2ccccc2C(=O)N1CCOc1ccc(F)cc1 | 0.1% | 83% | -4% | -2% | 12%
O=C(c1ccccc1)C(CN1CCCC1)c1ccccc1 (centres undefined) | u | 5.5µM* | 13% | u | -5%
O=c1[nH]c(=O)n(Cc2ccco2)c2c1C(C(F)(F)F)(C(F)(F)F)N=C(c1ccco1)N2 | 0.5% | -2% | 1% | -21% | -6% | VEEV TC-83 Vero 10K pilot screen=3.7
CCOCc1c(C(=O)NCc2ccccc2CN2CCCC2)oc2ccccc12 | 0.3% | 50% | x | 3% | -4%
Cc1ccc(SCC(=O)NC(=O)NC2CCCC2)c(C)c1 | 2.1% | x | x | x | 5%
CCOC(=O)c1c(NC(=O)CSc2nnc(-c3cccnc3)o2)sc(C)c1C | 0.8% | -16% | -1% | -14% | 0%
COc1ccc(-c2cc(=O)oc3c(C)c(OC(C)C(=O)NCc4ccccn4)ccc23)cc1 (centres undefined) | 11% | 2% | 7% | -7% | 2%
Cc1c(CC(=O)NCC(=O)NCC(=O)O)c(=O)oc2c(C)c3oc4c(c3cc12)CCCC4 | i | -10% | 2% | -8% | 23%
O=C(NC(=S)Nc1ccc(F)c([N+](=O)[O-])c1)c1ccccc1F | 1.8% | 24% | 2% | -3% | 7%
CCN(c1nc(N)c(C(=O)N=C(N)N)nc1Cl)C(C)C | 1.5% | 13% | -5% | 5% | 8%
CN(Cc1ccccc1)C(=O)C(=O)c1cn(CC(=O)N2CCCC2)c2ccccc12 | 5.1% | 0% | -7% | -5% | -1%
Cc1cc(-c2c(C)[nH]n(-c3ccc(Cl)cc3)c2=O)n[nH]1 | 6.9% | u | -1% | u | 11%
C=CCn1c(C23CC4CC(CC(C4)C2)C3)n[nH]c1=S | 0.6% | x | x | x | 2%
NC(=O)Cn1nc([N+](=O)[O-])nc1Oc1ccccc1C(=O)N1CCOCC1 | 1.0% | -3% | 4% | -7% | 5%
COc1ccc(Cl)cc1S(=O)(=O)NCc1cccs1 | 1.8% | -1% | 5% | 0% | 5%
CCOC(=O)c1ccccc1Oc1c(F)c(F)nc(NCCO)c1F | 0.9% | 12% | -1% | 5% | 1%
COC(C[C@H](O)C[C@@H](O)[C@H](C)OCc1ccccc1)OC | 0.4% | x | x | x | -3% | VEEV TC-83 Vero 10K pilot screen=1.3
Cc1ccc(C(=O)N[C@H](C(=O)NC2CCCCCCC2)C(C)C)cc1 | 1.0% | x | x | -1% | -14%
CCN(CC)S(=O)(=O)c1ccc(-c2cn3ccc(C)cc3n2)cc1 | 1.5% | 4% | -1% | 11% | -9%
COc1ccc(S(=O)(=O)NC2CCCCC2)cc1C(=O)N1CCCCC1 | i | -16% | -5% | -4% | -9%
COc1ccc(OCC(=O)N2CCN(Cc3ccc4c(c3)OCO4)CC2)cc1 | i | 6% | 9% | -1% | 7%
COc1ccc(S(=O)(=O)Nc2cccc(-n3cnnn3)c2)cc1OC | 1.3% | -1% | -19% | 9% | 6%
CCCSc1cc(=O)n(-c2ccccc2)nc1C(=O)OCC | 4.1% | 45% | 1% | 0% | -1%
Cc1cccc(C)c1OCCCN1CCOCC1 | 1.1% | -5% | 4% | -1% | 0%
Cn1ccsc1=NC(=O)c1ccccc1F | 0.9% | i | -3% | 8% | -1%
Cc1nn(Cc2ccccc2)c2sc(C(=O)N3CCN(Cc4ccc5c(c4)OCO5)CC3)cc12 | 3.9% | 11% | 5% | u | 6%
CC(=O)O[C@H]1[C@@H](O)[C@H](O)[C@H](Oc2c(O)c(C)c3c4c2[C@@H](C)CC[C@@H]4[C@@H](C)C[C@H]3C=C(C)C)O[C@H]1C | i | 2% | x | 12% | 19%
O=C(CN1CCN(C2CCCCC2)CC1)NCCC1=CCCCC1 | i | 6% | -14% | -1% | -3%
COc1ccc(NC(=O)c2ccccc2)c([N+](=O)[O-])c1 | i | 5% | -1% | -3% | -2%
COC(C[C@H](O)C[C@H](O)[C@@H](C)OCc1ccccc1)OC | 0.2% | -11% | -1% | 4% | -4%
COc1ccc(S(=O)(=O)Nc2ccccc2C(=O)NCc2cccnc2)cc1C | 0.6% | -8% | 12% | 3% | 3%
Cc1cc(Nc2ccc(C(=O)N3CCCCC3)cc2)c2cccc(C)c2n1 | 1.0% | -7% | 3% | 4% | -3%
Cc1ccc(C(=O)O/N=C(\N)Cc2cccc3ccccc23)cc1 | i | 48% | 1% | 2% | 2%
Cc1ccc(S(=O)(=O)N2CCOCC2)cc1NC(=O)CSc1nc(N)cc(N)n1 | 0.3% | x | x | x | 0%
Next part:
SMILES | VEEV TC-83 Vero | tuberculosis growth | PhoP GFP inhibition | M. tuberculosis HTS | H1N1 NS1A inhibition | others
CN1C(=S)SC(N(O)C(=O)Nc2ccc(Cl)c(Cl)c2)C1(C)C (centres undefined) | 6.6% | 22% | 0% | 23µM* | 8%
C=CCNc1nc(SC)nc2ccsc12 | 0.7% | 67% | -12% | 57% | 4%
C=Cn1c(C(=O)O)ccc1-c1ccc(OC)cc1 | 1.6% | 15% | 6% | 0% | x
O=C(CSc1nnc(NC(=O)c2cccc(F)c2)s1)NCC1CCCO1 (centres undefined) | 2.3% | 74% | -3% | 5% | -12%
CSc1cccc(NC(=O)N2CCCC(CNS(=O)(=O)Cc3ccccc3)C2)c1 (centres undefined) | 3.8% | 15% | 3% | 2% | 7%
O=C(CN1N=C(c2ccccc2)CCC1=O)NCc1ccco1 | x | -3% | -3% | 3% | x
Cc1nc2nc[nH]n2c(=O)c1CCC(C)C | 6.7% | 27% | 3% | 8% | 8%
CC1Cn2c(nc3c2c(=O)[nH]c(=O)n3C)O1 (centres undefined) | 1.0% | 3% | -1% | 5% | -19%
CC1CCN(S(=O)(=O)c2ccc3c(ccn3CCC(=O)NC(C)C)c2)CC1 | 0.7% | -6% | 1% | -6% | 5%
O=C(CN1NS(=O)(=O)c2ccccc2C1=O)Nc1ccccc1OC(F)F | 2.1% | 12% | 8% | 7% | -4%
C[C@H](O)[C@@H]1C(=O)N2CCc3ccc(N4CCOCC4)cc3[C@@H]2C[C@@H]1N(C)S(=O)(=O)c1ccccc1 | 2.2% | x | x | x | 2%
CCOC(=O)c1ccc(N2Cc3ccccc3C2=NC(=O)c2cccc([N+](=O)[O-])c2)cc1 | 1.0% | 5% | 26% | u | 20%
CCNS(=O)(=O)c1ccc(CCC(=O)N2CCN(c3ccc(OC)cc3)CC2)cc1 | i | 12% | -4% | -7% | -7%
Cc1ccccc1C(=O)NNc1ncnc2c1cnn2C | 1.2% | -8% | -25% | -4% | -1%
O=S(=O)(NCCCCNS(=O)(=O)c1ccc(F)cc1)c1ccc(F)cc1 | 2.3% | 7% | 0% | 2% | 1%

Five entries drawn at random from the list so far, as already listed:
SMILES | VEEV TC-83 Vero | tuberculosis growth | PhoP GFP inhibition | M. tuberculosis HTS | H1N1 NS1A inhibition | others
Cc1ccc(S(=O)(=O)N2CCOCC2)cc1NC(=O)CSc1nc(N)cc(N)n1 | 0.3% | x | x | x | 0%
COc1ccc(NC(=O)c2ccccc2)c([N+](=O)[O-])c1 | i | 5% | -1% | -3% | -2%
CCOCc1c(C(=O)NCc2ccccc2CN2CCCC2)oc2ccccc12 | 0.3% | 50% | x | 3% | -4%
NC(=O)Cn1nc([N+](=O)[O-])nc1Oc1ccccc1C(=O)N1CCOCC1 | 1.0% | -3% | 4% | -7% | 5%
CCOc1ccccc1N/C=C(\C#N)c1nc2ccccc2n1C | 1.4% | -8% | -3% | -4% | -4%

Other structures:
SMILES | VEEV TC-83 Vero | tuberculosis growth | PhoP GFP inhibition | M. tuberculosis HTS | H1N1 NS1A inhibition | others
CN(C)c1c(N)[nH]c2c(c1=O)c(=O)n(C)c(=O)n2C | 0.8% | 54% | -4% | 5% | -7%
Cc1ccc(S(=O)(=O)NCCCCCC(N)=O)cc1 | 0.4% | -8% | 7% | -13% | 5%
Cn1ncc(N=Cc2ccccc2[N+](=O)[O-])c1C(N)=O | 2.4% | 13% | -8% | -5% | -2%
Clc1cc(Cl)c2nc(N3CCCC3)sc2c1 | 2.4% | 29% | -1% | -2% | 9%
Cc1cc(OCc2nc(-c3ccc(NC(=O)c4cccnc4)cc3)no2)ccc1Cl | i | -8% | 0% | 2% | 6%
COc1cccc([C@@H]2CC=C(C(=O)O)[C@H](c3ccccc3)N2S(=O)(=O)c2ccc(C)cc2)c1 | 1.3% | 3% | -5% | 0% | -7%
COc1cccc(NC(=O)NCc2ccccc2Cl)c1 | i | -3% | 0% | 10% | -1%
O=C(Nc1ccc(O)cc1)c1cc2n(n1)C(C(F)(F)F)CC(c1ccco1)N2 (centres undefined) | 8.7% | 1% | -3% | 2% | -9%
